KB-V1 MDR tox: qHTS assay for MDR1-selective chemotherapeutics: Primary screen using the drug-selected MDR subline cells KB-V1. KB-V1 MDR cells viability, CellTiter-Glo, 72 h. AID 1347076, 2019. hit rate 3.4% among 400,000. Potency, µM (series often up to 46.1 µM), inactives show top-dose activity change, negative = cytotoxicity, most hits filed as cytotoxic; note: potency is the fitted concentration of half-maximal effect; % is set by controls: 0 for no effect and ±100 for the full control effect; nearly all actives have a fitted effect of over 60% in size
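Luminescent ATP read-out (CellTiter-Glo, 10 min) measures survival of drug-selected KB-V1 MDR cells after 72 h, 37 degrees C compound exposure. Medium: phenol-red-free DMEM, 10% FBS. Values from fitted concentration-response curves.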
SW480 rereplic: A quantitative high throughput screen for small molecules that induce DNA re-replication in SW480 colon adenocarcinoma cells | SW480 DNA re-replication, Hoechst DNA content imaging, 48 h | Potency, µM (highest dose often 46.1 µM), without a hit: at the top dose re-replication activation, hits mostly activators | hit rate 1.8% among 340,000 | AID 624297, 2012; note: potency is the fitted concentration of half-maximal effect; % of control where 0% means no effect; nearly all actives have a fitted effect of over 55% in size
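Cells (250 per well) received 23 nL compound or DMSO by pin tool and were kept 48 hr at 37 C, 5% CO2. Nuclei were then stained with Hoechst for 40 min and scanned for DNA content.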
GLP1R cytotox: qHTS of GLP-1 Receptor Inverse Agonists: Cytotox Screen | HEK293 cAMP-luciferase reporter cells, luminescence, 24 h | Potency, µM (highest dose often 38.3 µM), for inactives: at the highest dose activity change, negative = inhibition, usual class: inhibitors | hit rate 0.13% among 410,000;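 note: loss of luciferase light is scored as toxicity; potency is the fitted concentration of half-maximal effect; % is set by controls: 0 for no effect and ±100 for the full control effect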
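Seeding density was 200 cells/uL; after overnight-length (12 h) culture, 23 nL compounds went on for 24 h at 37 °C. Readout used a luciferase detection reagent, luminescence taken after 12 min at room temperature.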
KB-3-1 cytotox: qHTS assay for MDR1-selective chemotherapeutics: Primary screen using the parental adenocarcinoma cell KB-3-1 | KB-3-1 viability, CellTiter-Glo ATP luminescence, 72 h | Potency, µM (top dose mostly 46.1 µM), for inactives: at the highest dose activity change, negative = cytotoxic, actives largely listed as cytotoxic | hit rate 1.4% among 400,000; note: potency is the fitted concentration of half-maximal effect; % is set by controls: 0 for no effect and ±100 for the full control effect; nearly all actives have a fitted effect of over 60% in size
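Cytotoxicity in the drug-sensitive parental line KB-3-1 was scored as loss of CellTiter-Glo luminescence following 72 h incubation with compound. Values come from curve fitting of normalized concentration-response data.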
MCF10A rereplic: A quantitative high throughput screen for small molecules that induce DNA re-replication in MCF 10a normal breast cells. AID 624296, 2012. Potency, µM (highest dose often 46.1 µM), without a hit: at the highest dose activity, positive = re-replication, actives largely listed as activators. hit rate 2.9% among 350,000. MCF 10A DNA re-replication, Hoechst nuclear intensity, 48 h; note: potency is the fitted concentration of half-maximal effect; % of control where 0% means no effect; nearly all actives have a fitted effect of over 50% in size
D3 ag: qHTS of D3 Dopamine Receptor Agonist: qHTS; D(3) dopamine receptor (Homo sapiens), P35462; D3R DiscoveRx beta-arrestin cells, luminescence, 90 min; max activation, %; hit rate 0.58% among 410,000; in the data active = max activation above about 30%; note: 0% is about no effect; mostly tested at two doses, the higher about 12 µM
Target sequence (P35462 whole entry, looked up): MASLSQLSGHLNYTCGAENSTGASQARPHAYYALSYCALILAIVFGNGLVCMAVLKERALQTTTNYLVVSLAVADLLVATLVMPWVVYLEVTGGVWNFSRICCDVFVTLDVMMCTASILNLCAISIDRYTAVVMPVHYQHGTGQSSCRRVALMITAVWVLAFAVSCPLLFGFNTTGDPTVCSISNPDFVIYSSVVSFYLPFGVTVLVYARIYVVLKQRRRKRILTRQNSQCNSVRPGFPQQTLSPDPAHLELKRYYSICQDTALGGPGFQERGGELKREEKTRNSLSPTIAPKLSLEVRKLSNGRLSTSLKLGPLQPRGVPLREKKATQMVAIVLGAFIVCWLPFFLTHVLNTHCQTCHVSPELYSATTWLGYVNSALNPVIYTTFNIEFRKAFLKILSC
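Agonist mode: compounds and dopamine controls were applied to plated cells for 90 min at 37 degrees C after an overnight attachment at 1500 cells/well. Luminescent read-out followed 30 - 60 minutes at room temperature with DiscoveRx detection reagent.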
HT1080 IDH1KD tx: qHTS for induction of synthetic lethality in tumor cells producing 2HG: qHTS for the HT-1080-IDH1KD cell line. HT-1080 IDH1 knockdown viability, ATP luminescence, 48 h. Potency, µM (top dose mostly 46.1 µM), inactives show top-dose activity, negative = toxicity, actives largely listed as cytotoxic. hit rate 2% among 360,000;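 note: potency is the fitted concentration of half-maximal effect; 0% = DMSO wells and -100% = cell-free medium wells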
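HT-1080-IDH1KD cells (IDH1 knocked down), 750/well in RPMI with 5% FBS, treated with compound 48 h at 37 degrees C. Viability by CellTiter-Glo luminescence, normalised to DMSO and no-cell wells; concentration-response curves classed.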
HT1080NT lethal: qHTS for induction of synthetic lethality in tumor cells producing 2HG: qHTS for the HT-1080-NT fibrosarcoma cell line; HT-1080-NT fibrosarcoma viability, CellTiter-Glo ATP luminescence, 48 h; Potency, µM (top dose mostly 46.1 µM), without a hit: at the highest dose activity, negative = less viability, usual class: cytotoxic; hit rate 1.6% among 360,000; AID 686970, 2013;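 note: NT is the 2HG producing partner of a matched IDH1 knockdown line; potency is the fitted concentration of half-maximal effect; 0% = DMSO-treated cells and -100% = media-only wells without cells; nearly all actives have a fitted effect of over 55% in size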
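750 cells/well, RPMI + 5% FBS; 2 h settle, compound pin-transfer, 48 h at 37 degrees C. CellTiter-Glo 10 min RT, luminescence. Normalized to DMSO and media-only wells.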
IL-1B inflam inh: qHTS for Inhibitors of Inflammasome Signaling: IL-1-beta AlphaLISA Primary Screen. THP-1 LPS/ATP IL-1B secretion, AlphaLISA, 16 h; hits give low values. activity change, % at 57.5 µM. hit rate 4.7% among 360,000. AID 743279, 2014; in the data active = activity change below about -50%; inconclusive = mostly about -30% to -49%; note: % is set by controls: 0 for no effect and ±100 for the full control effect
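Secreted IL-1B measured by AlphaLISA bead assay after 16 h compound exposure of THP-1 cells; compounds (final up to 57.5 uM) added 1 h before LPS (250 ng/mL) and ATP (1.25 mM) stimulation; lower signal means less secretion.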
The depositor's hits bear a star; ? = inconclusive; nt = no result given; & = joins results of further samples; [ ] = another dose, or the depositor's remark. Unless noted, calls come from the whole dose curve; as a rule, active = well fitted curve in the direction sought with a large enough effect; inconclusive = small, poorly fitted or top-dose-only effect, or another doubt; inactive = no such curve, though single readings can be large; an effect the other way counts as inactive or inconclusive.

SMILES | KB-V1 MDR tox | SW480 rereplic | GLP1R cytotox | KB-3-1 cytotox | MCF10A rereplic | D3 ag | HT1080 IDH1KD tx | HT1080NT lethal | IL-1B inflam inh
CN1CCN(/N=C/c2ccc(-c3ccc([N+](=O)[O-])cc3)o2)CC1 | 4% | 0% | -4% | 1% | 23% | -3 | -7% | -2% | -12
O=C(COC(=O)c1ccc([N+](=O)[O-])s1)Nc1ccc(Cl)cn1 | 0% | -5% | 4% | 0% | -1% | 0 | -1% | -2% | 0
COc1ccccc1CNC(=O)c1cc2c(=O)oc3ccc(C)cc3c2s1 | 12% | nt | -14% | 3% | nt | 4 | nt | nt | nt
CCOc1ccc(NC(=O)CCS(=O)(=O)c2ccc(Br)s2)cc1 | 7% | nt | 2% | 10% | nt | 0 | nt | nt | nt
O=c1cc(C(F)(F)F)[nH]c2ccc(OC(F)(F)F)cc12 | ? | -2% | ? | ? | ? | 33* | 21µM* | ? | nt
CC(C)(C)OC(=O)N1CCC(c2c(C(=O)N3CCN(Cc4ccccc4)CC3)cnn2-c2ccc(Cl)cc2)CC1 | -8% | nt | 0% | -21% | nt | -1 | nt | nt | nt
Cc1nn(CC(=O)NCc2ccccc2Cl)c(=O)c2cccn12 | 13% | nt | 2% | 6% | nt | 6 | nt | nt | nt
CCOc1ccc(N/C=C/C(=O)c2ccc(OC)cc2)c([N+](=O)[O-])c1 | 6% | -9% | 31% | 12% | -7% | -10 | -2% | -8% | -14
CN(C)/C=C1/N=C(c2ccccc2)OC1=O | -24% | -11% | -4% | 11% | 5% | -4 | -4%[9.24 µM] | -1% | ?
Cc1ccccc1Nc1ncnc2c1cnn2C | 0%&22% | -2% | -9%&-6% | 1%&13% | -1% | 1&6 | -2% | 3% | 15
CCC(=O)c1ccc(OCC(=O)OCC(=O)c2cc(C)n(C3CC3)c2C)cc1 | 6% | -1% | -3% | 16% | 0% | -3 | 5% | -2% | -7
O=C(NC1CCCCCC1)C1C2C=CC3(CN(Cc4cccnc4)C(=O)C13)O2 (stereo not given) | 1% | -15% | 0% | 12% | -6% | 2 | 4% | 4% | -14
CCOC(=O)c1nc(C)n(-c2cc(OC)c(Cl)cc2Cl)n1 | 1% | -60%[inhibitor] | 1% | 14% | -32%[inhibitor] | 1 | 2% | 2% | -92*
CN(c1ccccc1C(=O)O)S(=O)(=O)c1ccc2[nH]c(=O)[nH]c2c1 | ? | -15% | -8% | 5% | 5% | 3 | 0% | 11% | 13
Cc1cc(C)c2c(n1)sc1c(=O)n(-c3ccccc3C(F)(F)F)nnc12 | -22% | nt | 4% | ? | nt | 5 | nt | nt | nt
CCc1nnc(NC(=O)CN2CCN(c3ccccc3F)CC2)s1 | -12% | -48%[inhibitor] | 5% | 0% | 16% | 1 | 10% | 11% | 28
C/C(=N\NC(=O)CSCc1ccc([N+](=O)[O-])cc1)c1ccccc1 | ? | 1% | 3% | -8% | -1% | 4 | 0% | -3% | ?
COc1ccc(-c2cc(C(F)F)n3ncc(C(=O)Nc4ccc(C(=O)N5CCOCC5)cc4)c3n2)cc1 | 4% | 5% | 6% | -14% | -1% | -7 | 10% | 2% | ?
N/N=C1\CCCc2nonc21 | -8% | -6% | -7% | 13% | 3% | 3 | 10% | -13% | 17
CCc1cccc(NC(=O)CN(C)S(=O)(=O)c2ccc3[nH]c4c(c3c2)CCCC4)c1 | 10% | nt | -12% | -21% | nt | -8 | nt | nt | nt

Only KB-V1 MDR tox (2 entries from above):
SMILES | KB-V1 MDR tox
C/C(=N\NC(=O)CSCc1ccc([N+](=O)[O-])cc1)c1ccccc1 | ?
COc1ccc(-c2cc(C(F)F)n3ncc(C(=O)Nc4ccc(C(=O)N5CCOCC5)cc4)c3n2)cc1 | 4%

Next compounds follow.
SMILES | KB-V1 MDR tox | SW480 rereplic | GLP1R cytotox | KB-3-1 cytotox | MCF10A rereplic | D3 ag | HT1080 IDH1KD tx | HT1080NT lethal | IL-1B inflam inh
O=C(NC1CCCCC1)N1CCCC(c2nc(-c3cccs3)no2)C1 (stereo not given) | -24% | 26% | 13% | -8% | ? | 3 | -28% | -1% | -1
COc1ccccc1CNc1nc(S(=O)(=O)c2ccccc2)c(Cl)s1 | -7% | 0% | 4% | 7% | ? | 3 | -10% | -17% | -11
COCCC1CCCCN1Cc1cn(-c2ccccc2)nc1-c1ccc2c(c1)OCO2 (stereo not given) | -10% | -5% | 0% | 2% | 8% | -17 | -1% | -9% | -13
CC1CCCC(C)N1CCCNC(=O)Cn1c(=O)c2cccn2c2cccnc21 (stereo not given) | 11% | -2% | -18% | 0% | 19% | -8 | 2% | 1% | 5
COc1ccc2c(c1)C(=O)/C(=C/C=C/c1ccccc1)CC2 | ? | ? | -30% | 0% | ? | -1 | -5% | -1% | 0
CCOC(=O)C1CCCN(Cc2nc(Cc3cccc(F)c3)no2)C1 (stereo not given) | -4% | -5% | -5% | 0% | -2% | -3 | 12% | -5% | 8
C[C@H](CO)N1C[C@H](C)[C@@H](CN(C)Cc2ccncc2)Oc2c(NC(=O)C3CC3)cccc2C1=O | -7% | -7% | -2% | -4% | -5% | -7 | 13% | 6% | 15
Cc1cccc(C)c1NC(=O)CCCSc1nnc(-c2ccco2)o1 | ? | 1% | 7% | 1% | 7% | 0 | -1% | 3% | 1
COc1ccc(NC(=S)NCCCN2CCCC2)cc1Cl | 0% | -3% | 1% | 1% | -3% | -2 | 8% | 4% | -18
Cc1c(/C=N/NC(=O)c2ccc(O)cc2)c2ccccn2c1C(=O)c1ccc(F)cc1 | 18µM* | -10% | ? | ? | 29% | -9 | ? | ? | ?
CCOC(=O)c1c(-c2ccccc2Cl)cn2ccccc12 | -4% | 3% | 13% | -6% | 1% | -3 | -2% | -5% | 13
COc1ccc(Cl)cc1NC(=O)C/C(C)=N/NC(=O)CCc1ccccc1 | -16% | 0% | -3% | 15% | ? | -3 | -12% | -21% | -27
CCOc1ccc(-c2cc(C(=O)NC3CCCCC3)[nH]n2)c(C)c1 | 6% | nt | -5% | 0% | nt | -2 | 0% | 29% | -1
O=C(NCCCN1CCN(c2cccc(Cl)c2)CC1)Nc1ccccc1C(F)(F)F | -1% | nt | -11% | -12% | nt | -4 | nt | nt | nt
Cc1cc(C)cc(NC(=O)C2(c3ccccc3)CC2(Cl)Cl)c1 (stereo not given) | ? | ? | ? | ? | ? | -7 | -22% | -12% | -14
Cc1ccc(S(=O)(=O)CC(N)=O)cc1 | 4% | 5% | 1% | 4% | ? | 2 | -5%[9.24 µM] | 5% | 28
N#Cc1ccccc1N1CCN(C(=O)c2ccc(NC(=O)c3ccc(Br)o3)cc2)CC1 | -1% | -29%[9.22 µM] | 3% | 2% | 2% | -12 | 4% | 1% | -10
Clc1ccc(CSc2cnnc3ccccc23)cc1Cl | -2% | -10% | -5% | -4% | -16% | -3 | -13% | -12% | -20
O=C(c1ccccc1)c1ccc(OC(=O)C2CCCCC2)cc1 | 0% | -45%[inhibitor] | 4% | 7% | 10% | 7 | 12% | 8% | -4
Cc1cc(C)cc(NC(=O)c2ncn(-c3ccccc3)n2)c1 | 14% | nt | 4% | 4% | nt | -17 | nt | nt | nt
Cn1c(=NC(=O)c2ccc(F)cc2)sc2cc(Br)ccc21 | ? | nt | -2% | 16% | nt | -15 | nt | nt | nt
Cc1noc(C)c1C(=O)Nc1ccc(S(=O)(=O)N2CCCCC2)cc1 | ? | -5% | 2% | -9% | 3% | 0 | 0% | 3% | 4
COC(=O)c1cc2occc2n1Cc1cccc(C)c1 | ? | 6% | 0%&4% | 1%&9% | 5% | -11&3 | 15% | 10% | 15
COc1ccccc1CNC(=O)C1CCN(C(=O)[C@@H]2Cc3ccccc3CN2)CC1 | 13% | 1% | -9% | -12% | -1% | -10 | -2% | -2% | -5
COc1ccc(C=Cc2ccc3ccccc3n2)c(OC)c1 | ? | nt | 121%[activator] | ? | nt | 4 | ? | -29% | -12
O=S(=O)(Nc1nc2ccccc2[nH]1)c1ccccc1 | 21µM* | -1% | 10% | -6% | -1% | 0 | 6% | 3% | ?
O=C(CSc1nccn1-c1cccc(F)c1)NC1CCCC1 | -2% | -3% | 13% | -1% | -2% | 8 | 4% | 7% | -1
Fc1ccc(CNc2ncnc3cc(Cl)ccc23)cc1 | 0% | 2% | -10% | -1% | ? | -8 | -4% | -19% | 28
O=C(NCc1ccccc1F)C(=O)NCC(c1ccc2c(c1)OCO2)N1CCOCC1 (stereo not given) | -2% | nt | 0% | -2% | nt | -1 | nt | nt | nt
Cc1cc2ccccn2c1C(=O)c1ccc(S(=O)(=O)N(C)C)cc1 | ? | ? | -26% | ? | -2% | -6 | -18% | -27% | ?
Cc1ccc(S(=O)(=O)N2CCCCC2CCNC(=O)C(=O)NCc2ccncc2)cc1 (stereo not given) | ? | -4% | 3% | -3% | 7% | -1 | -11% | 2% | 1
Cc1sc2nc(CSC(C)C(=O)N3CCOCC3)[nH]c(=O)c2c1C (stereo not given) | 17% | -1% | -5% | 22% | -1% | 7 | 12% | 29% | 10
COc1ccc(S(=O)(=O)N2CCCCCC2)cc1C(=O)N1CCN(c2ccccc2C)CC1 | ? | -43%[inhibitor] | -14% | ? | 9% | -6 | -15% | -2% | -1
O=C(O)COc1ccc(Br)cc1CP(=O)(c1ccccc1)c1ccccc1 | 15% | ? | -7% | 12% | 0% | 1 | 6% | -6% | 31

Assay outcomes from PubChem.

No enrichment for hits, and some 11% of all compounds hit somewhere here.
